High-throughput results (PubChem BioAssay)
Tb hexokinase: Trypanosoma brucei hexokinase 1 inhibitors, primary screen, biochemical, G6PDH-coupled NADH absorbance, MLSCN library. hexokinase 1 [Trypanosoma brucei]. recombinant TbHK1, G6PDH-coupled NADH A340. inhibition, % at 10 µM. actives 0.11% (n = 220,000). AID 1430, 2008;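 active = inhibition of 50% or more in the single-dose primary screen; inactive = inhibition below 50%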
NCF1 inh: p47phox/p22phox peptide binding inhibitors, primary screen, biochemical, uHTS, NADPH oxidase regulatory subunit; Neutrophil cytosol factor 1 (Homo sapiens), P14598; fluorescence polarization, 2 h; inhibition, % at 24.7 µM; actives 0.53% (n = 220,000); AID 1274, 2008;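 active = inhibition above about 30%, limit read from the data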;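 also: 0% = p47phox with labelled peptide and 100% = labelled peptide alone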
zVAD death inh: inhibitors of zVAD-triggered necroptosis, primary screen, L929 cells; L929 zVAD necroptosis rescue, ATP luminescence, 24 h; with zVAD 60 µM; viability rescue, % at 10 µM; actives 0.38% (n = 220,000); AID 1377, 2008;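 active = activation, scaled between plate controls, above about 75%, limit read from the data; inactive = activation under that limit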;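 also: 0% = zVAD with DMSO and 100% = DMSO alone without zVAD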
14-3-3 Bad PPI: inhibitors of 14-3-3 zeta/Bad binding, primary screen, biochemical, TR-FRET, bovine 14-3-3 zeta; 14-3-3 protein zeta/delta (Bos taurus), P63103; TR-FRET 14-3-3zeta/Dy647-pBad peptide displacement, 1 h; inhibition, % at 21.7 µM; actives 0.71% (n = 220,000); AID 781, 2007;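 active = inhibition above about 70%, limit read from the data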;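 also: 0% = full 14-3-3 plus peptide FRET controls and 100% = background without 14-3-3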
EBV gp42 inh: Epstein-Barr virus gp42 inhibitors, primary screen, biochemical, uHTS, fluorescence polarization; Glycoprotein 42 (Epstein-Barr virus (strain AG876)), Q1HVG2; Fluorescence polarization binding assay, mP read-out; inhibition, % (tested at 21.74 µM); actives 0.42% (n = 220,000); AID 1085, 2008; in the data active = inhibition above about 50%
Runt-SMMHC FRET: inhibitors of RUNX1 Runt–CBFb-SMMHC binding, primary screen, biochemical, FRET, Cerulean-Runt, Venus-CBFb-SMMHC, uHTS. Runt-related transcription factor 1 (Homo sapiens) + Core-binding factor subunit beta …. Cerulean-Runt/Venus-CBFb-SMMHC FRET ratio 530/480, 1 h. inhibition, % at 20 µM. actives 0.74% (n = 220,000). AID 1434, 2008;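 active = mean inhibition across duplicate retests at 20 µM reaching about 50%, limit read from the data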;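 also: 0% = DMSO wells and 100% = wells with excess untagged CBFb-SMMHC; inhibitors lower the FRET ratio by blocking Runt binding to CBFb-SMMHC; some results filed as inactive read as strong as hits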
MDM2 E3 inh: MDM2-luciferase reporter signal enhancers, primary screen, MDM2 E3 ligase inhibitor project, cell-based, luminescence, 1536-well; cell-based MDM2 ubiquitination luciferase reporter, 2 h; 0 = plate control, 100 = twice control, blank-subtracted; signal enhancement, % at 5 µM; actives 0.11% (n = 210,000); AID 1230, 2008;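 active = signal enhancement of 30% or more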;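 also: luminescence tracks abundance of the self-degrading MDM2-luciferase fusion protein; higher signal means inhibition of MDM2 E3 ligase activity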
Target sequence (Q00987 whole entry, looked up, the tested form may be a part): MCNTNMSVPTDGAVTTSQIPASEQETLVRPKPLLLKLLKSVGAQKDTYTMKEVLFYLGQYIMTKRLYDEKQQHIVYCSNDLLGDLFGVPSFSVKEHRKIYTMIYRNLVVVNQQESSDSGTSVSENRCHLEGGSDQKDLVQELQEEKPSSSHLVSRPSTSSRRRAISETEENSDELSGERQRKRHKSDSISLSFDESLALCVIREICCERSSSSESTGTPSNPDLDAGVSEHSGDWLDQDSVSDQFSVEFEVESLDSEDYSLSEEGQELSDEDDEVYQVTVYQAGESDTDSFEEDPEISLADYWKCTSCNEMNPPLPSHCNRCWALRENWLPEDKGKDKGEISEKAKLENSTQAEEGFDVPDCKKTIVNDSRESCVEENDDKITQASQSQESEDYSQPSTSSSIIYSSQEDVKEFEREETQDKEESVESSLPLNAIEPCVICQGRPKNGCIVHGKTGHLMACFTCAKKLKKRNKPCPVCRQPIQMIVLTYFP
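system = mammalian cells stably expressing self-ubiquitinating, self-degrading MDM2 E3–luciferase fusion | quantity = 2000 cells per well seeded | incubation = 4 h cell settling then 2 h compound exposure, 37 °C | signal = SteadyLite luminescence, 15 min reagent step | benchmarks = plate control and blank wells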
Hck Nef HTS: inhibitors of Nef-activated human Hck kinase, primary screen, biochemical, Z-Lyte FRET, 384-well, Hck-YEEI | AID 463187, 2010 | Recombinant Hck-YEEI plus Nef, Z-Lyte FRET kinase assay | inhibition, % at 20 µM | actives 0.68% (n = 220,000);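 active = Hck-Nef kinase inhibition above about 50%, limit read from the data; inactive = inhibition below that limit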;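 also: 0% = DMSO with Hck plus Nef and 100% = Hck alone without Nef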
Target sequence (P08631 whole entry, looked up): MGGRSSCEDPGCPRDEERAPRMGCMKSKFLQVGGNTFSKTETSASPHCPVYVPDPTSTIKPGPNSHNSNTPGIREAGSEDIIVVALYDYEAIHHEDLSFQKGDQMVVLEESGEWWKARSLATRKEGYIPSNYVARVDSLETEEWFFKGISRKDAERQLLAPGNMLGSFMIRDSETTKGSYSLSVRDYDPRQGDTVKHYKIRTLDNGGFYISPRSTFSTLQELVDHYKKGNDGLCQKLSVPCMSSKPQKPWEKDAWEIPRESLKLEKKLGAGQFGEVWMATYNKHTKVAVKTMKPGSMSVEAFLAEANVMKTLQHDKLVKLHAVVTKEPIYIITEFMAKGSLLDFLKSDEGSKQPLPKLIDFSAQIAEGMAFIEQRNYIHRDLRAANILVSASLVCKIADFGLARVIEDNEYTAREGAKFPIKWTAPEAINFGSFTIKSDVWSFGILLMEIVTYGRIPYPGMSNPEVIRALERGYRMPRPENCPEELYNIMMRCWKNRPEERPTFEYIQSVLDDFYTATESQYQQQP
Runt-CBFb FRET: inhibitors of RUNX1 Runt–CBFb binding, primary screen, biochemical, FRET, Cerulean-Runt, Venus-CBFb, uHTS | inhibition, % at 20 µM | actives 0.46% (n = 220,000) | Runt-related transcription factor 1 (Homo sapiens) + Core-binding factor subunit beta … | AID 1496, 2009 | Cerulean-Runt/Venus-CBFb FRET ratio 530/480, 1 h;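 active = inhibition over about 50% at 20 µM in the single-dose screen, limit read from the data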;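 also: 0% = DMSO wells and 100% = excess unlabeled CBFb competitor control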
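Buffer or medium: Tris pH 7.5 buffer with BSA. Assay system: Cerulean-labeled Runt domain protein. Amount: each fluorescent fusion protein 100 nM. Read-out basis: loss of energy transfer signal. Incubation: 1 h compound exposure, room temperature. Probe or stimulus: Venus-CBFb binding partner, 100 nM. Detection: FRET, excitation 422 nm, emission at 530 and 480 nm.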
* marks the source's active call; other numbers are inactive results; . = not tested or not shown; [ ] = dose if it differs, or a comment.

SMILES | Tb hexokinase | NCF1 inh | zVAD death inh | 14-3-3 Bad PPI | EBV gp42 inh | Runt-SMMHC FRET | MDM2 E3 inh | Hck Nef HTS | Runt-CBFb FRET
CCCCC(=O)Nc1cc(OC)c(NC(=O)C2CCCCC2)cc1OC | -3 | 8 | 0.1 | -6 | 5 | 5 | -15 | -15 | 0
Cc1cc(N)ccc1N=Nc1c(C)n(C)n(-c2ccccc2)c1=O | 21 | -4 | 0.9 | -30 | -17 | -6 | -4 | 1 | -2
COc1ccc(CC(=O)O/N=C(\N)c2ccc(C)cc2)cc1 | 5 | -7 | -0.8 | 7 | -5 | 0 | -4 | 23 | -3
Cc1[nH][nH]c(=O)c1N=Nc1ccc(Cl)cc1 | -9 | -4 | 13 | -19 | -8 | -3 | -18 | 30 | -3
O=C(NCc1ccco1)C(=O)NCC1OCCCN1S(=O)(=O)c1ccc(Cl)cc1 (configuration not stated) | -1 | -1 | -0.1 | -23 | 4 | 2 | -2 | 23 | -1
COc1ccc(C(=O)NNC2=NC(C)(C)Cc3cc(C)c(C)cc32)cc1 | -4 | 0 | -0.1 | -15 | -1 | 2 | 7 | 0 | 0
COc1ccc(CCNC(=O)c2c(N)no[n+]2[O-])cc1OC | -5 | -14 | 3.0 | -6 | 0 | -2 | -8 | 16 | 1
Cc1ccc2occ(/C=N/O)c(=O)c2c1 | -7 | -15 | 0.9 | -1[fluorescence artefact?] | -26 | -60 | -16 | 24 | -2
CCCN1CCN(S(=O)(=O)c2ccc3c(c2)OCCO3)CC1 | 6 | 0 | 0.8 | -9 | -5 | 2 | -14 | 16 | 0
CCOC(=O)CN1C(=O)C(O)(CC(=O)c2cccc(OC)c2)c2ccccc21 (configuration not stated) | -3 | -9 | -0.1 | -2[fluorescence artefact?] | 6 | 1 | -8 | 0 | -1
O=c1c2ccccc2c(/C=N/c2ncn[nH]2)c(O)n1Cc1ccccc1 | -10 | -17 | 1.9 | -20[fluorescence artefact?] | 9 | 7 | -39 | -1 | 2
CCCC(=O)Nc1nnc(CCOC)s1 | -3 | 6 | 0.1 | -8[fluorescence artefact?] | 9 | -8 | 3 | 2 | -2
O=C(CCC(=O)NCCCc1ccccc1)NCCCc1ccccc1 | 29 | -5 | 0.5 | -4[fluorescence artefact?] | -2 | 0 | -11 | 6 | -3
Cc1cc(Cl)ccc1NC(=O)CCC(=O)O | 1 | 3 | 2.3 | 1 | -9 | -3 | -13 | 1 | -1
CCSc1nnc(-c2ccccc2NC(C)=O)c(=O)[nH]1 | -5 | -14 | 1.3 | 61 | -10 | -13 | -8 | 8 | -1
O=C1O/C(=C/C(=O)N2CCOCC2)c2ccccc21 | 9 | -4 | 0.2 | -1[fluorescence artefact?] | -3 | 5 | . | 5 | -1
COc1ccc(Cl)cc1C(=O)NNC(=S)NC(=O)c1cc(-c2ccccc2)nc2ccccc12 | 4 | -16 | 0.2 | -14 | -11 | -15 | -14 | 0 | 9
CC(C)(C)NC(=O)Cn1cc(C#N)c2cc(Br)ccc21 | 1 | -11 | -1.0 | -7 | -35 | 2 | -1 | -12 | 0
CC1(C)CC(=O)C2=C(C1)N=c1s/c(=C/c3ccc(F)c(F)c3)c(=O)n1C2c1ccc(F)cc1 (configuration not stated) | -5 | -8 | -0.5 | 6 | -21 | -184 | -4 | 0 | -60
CC(C)NC(=O)NCCCCCCS(C)=O (configuration not stated) | 2 | -6 | 0.8 | -3 | -13 | -2 | -3 | -11 | 0

Entries of single compounds, looked up by structure. Order of screens: Tb hexokinase, NCF1 inh, zVAD death inh, 14-3-3 Bad PPI, EBV gp42 inh, Runt-SMMHC FRET, MDM2 E3 inh, Hck Nef HTS, Runt-CBFb FRET
CCSc1nnc(-c2ccccc2NC(C)=O)c(=O)[nH]1 is listed as -5, -14, 1.3, 61, -10, -13, -8, 8, -1
COc1ccc(CCNC(=O)c2c(N)no[n+]2[O-])cc1OC is listed as -5, -14, 3.0, -6, 0, -2, -8, 16, 1
CC(C)(C)NC(=O)Cn1cc(C#N)c2cc(Br)ccc21 is listed as 1, -11, -1.0, -7, -35, 2, -1, -12, 0
CCCN1CCN(S(=O)(=O)c2ccc3c(c2)OCCO3)CC1 is listed as 6, 0, 0.8, -9, -5, 2, -14, 16, 0
CCOC(=O)CN1C(=O)C(O)(CC(=O)c2cccc(OC)c2)c2ccccc21 (configuration not stated) is listed as -3, -9, -0.1, -2[fluorescence artefact?], 6, 1, -8, 0, -1

Carrying on:
SMILES | Tb hexokinase | NCF1 inh | zVAD death inh | 14-3-3 Bad PPI | EBV gp42 inh | Runt-SMMHC FRET | MDM2 E3 inh | Hck Nef HTS | Runt-CBFb FRET
Cc1cc(-c2ccccc2)nc(SC(C(=O)O)c2ccccc2)n1 (configuration not stated) | -8 | 3 | 2.5 | 1 | 1 | -1 | -11 | -3 | -2
CCOC(=O)c1cnc(SC)nc1Nc1cccc2ccccc12 | -8 | -9 | -0.9 | -1 | 8 | -8 | . | 13 | -4
C/C(=N/Nc1ccc(Cl)cc1)c1cnnc(-c2ccccc2)n1 | -4 | 8 | 2.7 | 26 | -10 | -33 | -11 | 22 | -14
CCCCOC(=O)Cn1c(-c2ccccc2)nc2ccccc2c1=O | 3 | -8 | -0.6 | 2 | 8 | 1 | 2 | 4 | -3
CC1=C(C(=O)NCc2ccco2)C2(CCC(C)CC2)OC1=O (configuration not stated) | 8 | -1 | 1.2 | 13 | -5 | -3 | -12 | 16 | 1
CCOC(=O)CNC(=O)c1cn(C)c(=O)c2cc(OC)c(OC)cc12 | 14 | -18 | 0.2 | 69 | -8 | -2 | -10 | 2 | 1
COc1ccc2c(c1)OC(O)(C(F)(F)C(F)F)CC2=O (configuration not stated) | -13 | -5 | -0.2 | -10 | -10 | -2 | -13 | 1 | 0
Cc1ccc(CSc2nnc3c(n2)OC2(Nc4ccccc4-3)C(=O)Nc3ccc(F)cc32)cc1 (configuration not stated) | -1 | -34 | 0.2 | -13 | 151* | 1 | -9 | 1 | 11
Cc1nn2c(NCCN(C)C)c3c(nc2c1-c1ccccc1)CCC3 | -24 | 0 | -0.8 | 9 | -6 | 0 | . | 17 | 1
Cn1c(=O)c2ncn(CC(=O)NCCOc3ccccc3)c2n(C)c1=O | -5 | -6 | -0.3 | 6 | -16 | -5 | -7 | -9 | 0

An excerpt from further up:
SMILES | Tb hexokinase | NCF1 inh | zVAD death inh | 14-3-3 Bad PPI | EBV gp42 inh | Runt-SMMHC FRET | MDM2 E3 inh | Hck Nef HTS | Runt-CBFb FRET
Cc1cc(-c2ccccc2)nc(SC(C(=O)O)c2ccccc2)n1 (configuration not stated) | -8 | 3 | 2.5 | 1 | 1 | -1 | -11 | -3 | -2
CCOC(=O)c1cnc(SC)nc1Nc1cccc2ccccc12 | -8 | -9 | -0.9 | -1 | 8 | -8 | . | 13 | -4

Remaining list, next part:
SMILES | Tb hexokinase | NCF1 inh | zVAD death inh | 14-3-3 Bad PPI | EBV gp42 inh | Runt-SMMHC FRET | MDM2 E3 inh | Hck Nef HTS | Runt-CBFb FRET
COC(=O)c1ccc(NC(=O)CSc2nnc(-c3ccncc3)n2N)cc1 | -2 | -11 | 3.4 | -14 | -6 | -5 | -7 | 0 | -2
CCOc1ccccc1NC(=O)CCCc1nc2ccccc2c(=O)[nH]1 | 8 | -4 | 28 | 0 | -19 | 6 | -12 | 9 | 1
CC(=O)Nc1ccc(S(=O)(=O)Nc2ccc(C(=O)NCC(=O)O)cc2)cc1 | -12 | -13 | -0.2 | -7 | -11 | 1 | -1 | 4 | 4
CC(C)CNC(=O)COc1ncnc2sccc12 | -4 | 6 | 5.4 | -1 | -7 | -2 | 0 | 18 | 1
O=C(NCC(=O)N(c1ccc2c(c1)OCCO2)C(C(=O)NC1CCCC1)c1ccco1)c1ccco1 (configuration not stated) | -4 | -4 | -1.5 | 0 | -1 | 8 | -26 | 2 | 0
CCn1c(C)nc2cc(C(=O)N/N=C/c3ccc(O)c(O)c3O)ccc21 | 6 | -5 | 0.8 | 36 | 24 | 14 | -6 | 75* | 29
c1ccc(COc2ccc(CN3CCN(c4ccccn4)CC3)cc2)cc1 | -3 | -2 | -0.8 | 60[fluorescence artefact?] | -15 | 2 | -5 | -14 | 2
COc1ccc(/C=C(/NC(=O)c2ccccc2Cl)C(=O)O)cc1 | -1 | -6 | 0.9 | -12 | 0 | 4 | -24 | -2 | 0
Cc1ccc(C)c(CSc2nnc(CCN)o2)c1 | 6 | -13 | 0.4 | 6 | 4 | -4 | -11 | 3 | -1
CS(=O)(=O)c1[nH]nc(-c2ccccc2)c1C#N | -6 | 2 | 0.3 | 1 | -12 | -2 | -9 | 1 | 0

Random excerpt: 3 compounds from above
SMILES | Tb hexokinase | NCF1 inh | zVAD death inh | 14-3-3 Bad PPI | EBV gp42 inh | Runt-SMMHC FRET | MDM2 E3 inh | Hck Nef HTS | Runt-CBFb FRET
CCn1c(C)nc2cc(C(=O)N/N=C/c3ccc(O)c(O)c3O)ccc21 | 6 | -5 | 0.8 | 36 | 24 | 14 | -6 | 75* | 29
CC(=O)Nc1ccc(S(=O)(=O)Nc2ccc(C(=O)NCC(=O)O)cc2)cc1 | -12 | -13 | -0.2 | -7 | -11 | 1 | -1 | 4 | 4
CS(=O)(=O)c1[nH]nc(-c2ccccc2)c1C#N | -6 | 2 | 0.3 | 1 | -12 | -2 | -9 | 1 | 0

New compounds follow.
SMILES | Tb hexokinase | NCF1 inh | zVAD death inh | 14-3-3 Bad PPI | EBV gp42 inh | Runt-SMMHC FRET | MDM2 E3 inh | Hck Nef HTS | Runt-CBFb FRET
COc1ccc(Cc2nnc(NC(=O)c3cccs3)s2)cc1OC | -6 | -11 | 0.8 | -3 | -16 | 2 | -11 | 34 | 2
COc1ccccc1NS(=O)(=O)c1cc(C(=O)NCc2ccco2)ccc1C | -6 | -14 | 1.3 | 0 | -23 | -2 | -21 | 1 | 2
CCc1ccc(/C=N/NC(=O)c2ccccn2)cc1 | -24 | -2 | -1.2 | 4 | -26 | -4 | -70 | 21 | 1
O=C(NCCCN1CCOCC1)c1cc(-c2ccc3c(c2)OCO3)nc2ccccc12 | -32 | -10 | 2.4 | -11 | -18 | -3 | -15 | 2 | 5
